TDP1 inh = inhibitors of human tyrosyl-DNA phosphodiesterase TDP1; 350,000 tested, 0.28% active; Potency, µM (doses to about 130 µM), for the others: at the top dose activity change, negative = inhibition, usual class: inhibitors; AID 485290; recombinant TDP1, AlphaScreen DNA substrate cleavage; Q9NUW8; note: nearly all actives have a fitted effect of over 40% in size
Target sequence (Q9NUW8 whole entry, looked up): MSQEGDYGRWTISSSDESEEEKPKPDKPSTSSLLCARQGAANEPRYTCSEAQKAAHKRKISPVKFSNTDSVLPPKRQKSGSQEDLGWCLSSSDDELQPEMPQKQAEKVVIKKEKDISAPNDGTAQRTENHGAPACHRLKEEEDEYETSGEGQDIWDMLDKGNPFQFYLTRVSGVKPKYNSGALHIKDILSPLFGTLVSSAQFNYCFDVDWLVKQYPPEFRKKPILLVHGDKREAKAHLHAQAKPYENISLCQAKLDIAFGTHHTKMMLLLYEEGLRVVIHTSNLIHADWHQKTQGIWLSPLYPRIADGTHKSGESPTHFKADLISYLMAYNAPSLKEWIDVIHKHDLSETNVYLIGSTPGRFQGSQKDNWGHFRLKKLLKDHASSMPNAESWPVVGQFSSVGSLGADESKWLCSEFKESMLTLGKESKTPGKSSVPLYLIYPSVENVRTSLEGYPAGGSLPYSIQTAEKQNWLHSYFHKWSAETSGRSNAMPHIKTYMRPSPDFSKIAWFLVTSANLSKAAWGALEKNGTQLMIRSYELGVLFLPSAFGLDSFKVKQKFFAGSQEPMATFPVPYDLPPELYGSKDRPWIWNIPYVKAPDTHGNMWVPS
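E. coli-derived human Tdp1, 1 nM final. Cpd preinc 15 min RT; substrate 15 nM final, 5 min RT; AS bead mix 10 ug/ml final, 10 min RT. Signal loss = tyrosine-FITC cleavage. No-enzyme wells = max signal.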
DT40 TDP1 no CPT = qHTS for Inhibitors of human tyrosyl-DNA phosphodiesterase 1 (TDP1): qHTS in cells in absence of CPT; AID 686978, 2013; Potency, µM (series often up to 46.2 µM), for the others: at the top dose activity change, negative = growth inhibition, hits mostly inhibitors; 420,000 tested, 15% active; DT40 Tdp1-/- hTDP1 cells, no CPT, ATP luminescence, 48 h; note: nearly all actives have a fitted effect of over 55% in size
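Compound effects on proliferation are scored in DT40 Tdp1-/-;hTDP1 cells in the absence of CPT. ATP levels (CellTiter-Glo luminescence) are recorded after a ≥48 hr, 37 °C incubation.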
N370S GC = inhibitors or activators of N370S glucocerebrosidase for Gaucher disease. P04062. N370S GC spleen homogenate, 4MU-glucoside fluorescence. Potency, µM (doses to about 59.4 µM), for the others: at the highest dose activity change, negative = inhibition, most hits filed as inhibitors. 330,000 tested, 0.092% active. AID 2101;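 note: 0% = full enzyme activity and -100% = no enzyme basal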
* hit, by the source's call; ? = inconclusive; nt = no result given; & = joins results of further samples; [ ] = another dose, or the depositor's remark. Calls come from the whole dose curve; as a rule, active = well fitted curve in the direction sought with a large enough effect; inconclusive = small, poorly fitted or top-dose-only effect, or another doubt; inactive = no such curve, though single readings can be large; an effect the other way counts as inactive or inconclusive. Unless noted, % is set by controls: 0 for no effect and ±100 for the full control effect; potency is the fitted concentration of half-maximal effect.

A first look (2 entries):
SMILES	TDP1 inh	DT40 TDP1 no CPT	N370S GC
CC1CCCN(C(=O)c2ccc3c(=O)n(Cc4ccc5c(c4)OCO5)c(=S)[nH]c3c2)C1 (configuration not stated)	6.6%	23.1µM*	-6.3%
CN(Cc1ccccc1)C1=CC(=[N+]2CCCC2)CC(C)(C)C1	5.0%	0.231µM*	-2.3%

The listing (from the top)
SMILES	TDP1 inh	DT40 TDP1 no CPT	N370S GC
CC1CCCN(C(=O)c2ccc3c(=O)n(Cc4ccc5c(c4)OCO5)c(=S)[nH]c3c2)C1 (configuration not stated)	6.6%	23.1µM*	-6.3%
CN(Cc1ccccc1)C1=CC(=[N+]2CCCC2)CC(C)(C)C1	5.0%	0.231µM*	-2.3%
COc1ccc(-n2c(SCC(=O)Nc3ncc(Cl)cc3Cl)nc3ccccc32)cc1	-11.0%	nt	-7.4%
CCOC(=O)c1c(C)c(-c2ccccc2)n(CC(=O)NC(CC)Cc2ccccc2)c1C (configuration not stated)	2.0%	?	nt
COc1ccc(NC(=O)c2oc3ccc(S(=O)(=O)N4CCC5(CC4)OCCO5)cc3c2C)cc1Cl	5.2%	9.2µM*	nt
CC(C)c1ccc(NC(=O)c2cn(C3CCCC3)c(=O)c3c2c2ccccc2n3C)cc1	-2.5%	-27.5%	nt
CCCCn1c(SCC(=O)N2CCOCC2)nc2c1c(=O)n(C)c(=O)n2C	14.1%	-17.5%	2.4%
CCN(CC)C1CCN(C(=O)CCc2nnc(CCc3ccccc3)o2)C1 (configuration not stated)	0.0%	-5.6%	-2.8%
CCC(C)C(NC(=O)OC(C)(C)C)C(=O)NC1COC2CC(n3cc(F)c(=O)[nH]c3=O)OC12 (configuration not stated)	10.3%	nt	-4.4%
CCC(C)Nc1nc(N)c([N+](=O)[O-])c(Nc2ccccc2OC)n1 (configuration not stated)	2.7%	?	-16.5%
COc1ccc(C)cc1S(=O)(=O)N1CC(C)OC(C)C1 (configuration not stated)	2.8%	-14.0%	-15.4%
O=C(N/N=C/c1ccc2nccnc2c1)c1cccc([N+](=O)[O-])c1	-1.2%	-10.2%	-0.3%
c1ccc2c(c1)OCC(CN1CCCCC1)O2 (configuration not stated)	6.7%	-5.0%	nt
Cc1cccc2sc(N(CCN(C)C)C(=O)c3cc(Cl)sc3Cl)nc12	-7.0%	?	4.9%
CCCCN(C(=O)CNC(=O)c1ccco1)C(C(=O)NC1CCCC1)c1ccc(OC)cc1 (configuration not stated)	0.0%	-16.2%	-6.5%
CC(Sc1nncn1C)C(=O)Nc1nnc(C(C)C)s1 (configuration not stated)	1.0%	-4.7%	-0.8%
O=C1[C@@H]2CSC(c3ccc(C(F)(F)F)cc3)N2C(=O)N1c1ccccc1 (some centres not stated)	-1.3%	-1.3%	nt
C[C@H]1CCC(=O)N([C@H](CSc2ccc(Br)cc2)Cc2ccccc2)CC1	2.1%	29.1µM*	nt
O=C1N(Cc2cccc(Cl)c2)C[C@@H]2C[C@@H](c3c[nH]c4ccccc34)N3CCC[C@@]123	nt	14.6µM*	-8.4%
CCOP(=O)(OCC)/C(C#N)=C(\O)c1ccc(OC)cc1	nt	11.0%	?
COc1c(C)cccc1C(=O)NCCCNC(=O)c1ccc(C)nc1	nt	-9.5%	4.3%
COc1ccc(NC(=O)c2ccc(F)c(F)c2)c2ccccc12	4.0%	-25.2%	-9.7%
CCOc1cccc2sc(NC(=O)c3ccc(Br)s3)nc12	2.0%	?	-24.5%
COc1ccc(/C=C(/NC(=O)c2ccco2)C(=O)N2CCCC2=O)cc1	-8.2%	2.8%	-3.4%
Cc1cc(C)n(-c2ccc(C(=O)Nc3sccc3C(N)=O)cc2)n1	1.0%	?	-8.2%
CN(Cc1cccc(F)c1)C(=O)c1cc(S(=O)(=O)N2CCOCC2)ccc1N1CCCC1	2.3%	?	nt
O=C(Nc1ccccc1O)c1ccc(C(=O)c2ccccc2)o1	nt	?	-7.1%
Cc1ccc(-c2n[nH]c(=O)c3ccccc23)cc1N	3.2%	-23.2%	-4.5%
COC(=O)[C@H](Cc1ccc(O)cc1)NC(=O)Cn1cnc2c(NCc3ccccc3)ncnc21	0.3%[56.1 µM]	0.4%	nt
Cc1nn(CC(=O)N2CCOCC2)c(=O)c2c1sc1ccccc12	0.8%	2.6%	-6.5%
O=C(NCc1cccs1)C(=O)NCC1OCCCN1S(=O)(=O)c1ccc(F)cc1 (configuration not stated)	0.6%	-6.9%	-2.7%
Cc1ccc(CNC(=O)Cn2nc(N3CCN(c4ccccc4)CC3)ccc2=O)cc1	5.3%	?	nt
COc1cc(C(=O)OC(C)C(=O)Nc2ccc3c(c2)OCO3)ccc1OCc1c(C)noc1C (configuration not stated)	5.0%	-24.1%	4.7%[12.8 µM]
Cc1ccc(/C=N/n2c(C)nnc2C)o1	2.7%	?	9.8%
CC(=O)c1cccc(S(=O)(=O)N2CCC(C(=O)Oc3ccc(-c4nnco4)cc3)CC2)c1	-1.0%	0.5%	nt
CCn1nc(C)c(Br)c1-c1nc(-c2ccc(C)cc2)no1	2.6%	-13.4%	-0.3%
O=C(NC(Cc1ccccc1)C(=O)O)NC12CC3CC(CC(C3)C1)C2 (configuration not stated)	nt	3.2%	-22.0%
COc1ccccc1C(=O)Nc1nc(-c2ccc(Br)cc2)ns1	4.7%	?	nt
Cc1cccc(CN2C(=O)c3ccccc3S(=O)(=O)c3ccc(C(=O)N4CCCC4)cc32)c1	1.2%	?	nt
C=C1CCN(c2ccc(C(=O)NCc3ccccc3)cc2[N+](=O)[O-])CC1	nt	-18.3%	17.5%
CN1C(=O)/C(=C/c2ccc(OC(=O)c3ccco3)cc2)SC1=S	1.6%[0.0935 µM]	?	-3.2%
CCN(CC)CC(C)(C)NS(=O)(=O)c1ccc(Cl)cc1	-1.0%	-8.2%	2.3%[2.35 µM]
Cc1nnc(SC(C)C(=O)NCC2CCCO2)n1-c1ccccc1 (configuration not stated)	-12.2%	-2.6%	4.1%
CC(=O)Nc1ccc(S(=O)(=O)N2CCC(Oc3ccc(-n4cnnn4)cc3)CC2)cc1	4.7%&4.7%	?	-8.2%
COCC(=O)Nc1ccc(Nc2ccccc2)cc1	11.4%	-13.8%	-8.5%
COc1ccc(/C=N\NC(=O)c2c(C)nc3ccc(Br)cn23)cc1	5.3%	0.731µM*	7.4%
Cc1cccc(Nc2ncnc3c2cnn3C)c1C	10.4%	?	nt
Cc1ccc(C(=O)O)cc1NC(=O)Nc1ccc2c(c1)OCO2	0.0%	-6.7%	-10.4%
COc1ccc(NC(=O)CCc2c(C)nc3nc(CNC(=O)c4cccc(F)c4)nn3c2C)cc1OC	6.3%	8.7%	1.2%
CSC(=NC#N)N1CCN(c2cccc(Cl)c2)CC1	6.7%	?	23.3%
CSC(=NC(C)c1ccccc1)NS(=O)(=O)c1cccs1 (configuration not stated)	2.3%	?	3.0%
C=CCC(C)(O)c1cccc(Br)c1 (configuration not stated)	5.6%	nt	2.3%
CCN1CCN(CCCNC(=O)C2CCN(c3nnc(-n4cccc4)s3)CC2)CC1	4.0%	10.2%	-15.2%
COC(=O)c1ccc(CSc2nnc(NC(C)C)s2)cc1	6.2%	-17.7%	-1.8%
O=C(COc1ccc(Cl)cc1)N1CCN(c2ccc([N+](=O)[O-])c(N3CCCCC3)c2)CC1	5.3%	?	-7.4%
CC(=O)OCC(OC(C)=O)C(OC(C)=O)C(OC(C)=O)C(=O)Nc1ccccc1C (configuration not stated)	3.2%	-3.4%	4.0%

23 compounds from above, ordered by formula weight, highest first.
SMILES	TDP1 inh	DT40 TDP1 no CPT	N370S GC
COc1ccc(NC(=O)CCc2c(C)nc3nc(CNC(=O)c4cccc(F)c4)nn3c2C)cc1OC	6.3%	8.7%	1.2%
COc1cc(C(=O)OC(C)C(=O)Nc2ccc3c(c2)OCO3)ccc1OCc1c(C)noc1C (configuration not stated)	5.0%	-24.1%	4.7%[12.8 µM]
Cc1cccc(CN2C(=O)c3ccccc3S(=O)(=O)c3ccc(C(=O)N4CCCC4)cc32)c1	1.2%	?	nt
CC(=O)c1cccc(S(=O)(=O)N2CCC(C(=O)Oc3ccc(-c4nnco4)cc3)CC2)c1	-1.0%	0.5%	nt
CC(=O)Nc1ccc(S(=O)(=O)N2CCC(Oc3ccc(-n4cnnn4)cc3)CC2)cc1	4.7%&4.7%	?	-8.2%
O=C(NCc1cccs1)C(=O)NCC1OCCCN1S(=O)(=O)c1ccc(F)cc1 (configuration not stated)	0.6%	-6.9%	-2.7%
CCN1CCN(CCCNC(=O)C2CCN(c3nnc(-n4cccc4)s3)CC2)CC1	4.0%	10.2%	-15.2%
CC(=O)OCC(OC(C)=O)C(OC(C)=O)C(OC(C)=O)C(=O)Nc1ccccc1C (configuration not stated)	3.2%	-3.4%	4.0%
Cc1ccc(CNC(=O)Cn2nc(N3CCN(c4ccccc4)CC3)ccc2=O)cc1	5.3%	?	nt
COc1ccccc1C(=O)Nc1nc(-c2ccc(Br)cc2)ns1	4.7%	?	nt
COc1ccc(/C=N\NC(=O)c2c(C)nc3ccc(Br)cn23)cc1	5.3%	0.731µM*	7.4%
C=C1CCN(c2ccc(C(=O)NCc3ccccc3)cc2[N+](=O)[O-])CC1	nt	-18.3%	17.5%
CCn1nc(C)c(Br)c1-c1nc(-c2ccc(C)cc2)no1	2.6%	-13.4%	-0.3%
Cc1nnc(SC(C)C(=O)NCC2CCCO2)n1-c1ccccc1 (configuration not stated)	-12.2%	-2.6%	4.1%
CN1C(=O)/C(=C/c2ccc(OC(=O)c3ccco3)cc2)SC1=S	1.6%[0.0935 µM]	?	-3.2%
CSC(=NC(C)c1ccccc1)NS(=O)(=O)c1cccs1 (configuration not stated)	2.3%	?	3.0%
COC(=O)c1ccc(CSc2nnc(NC(C)C)s2)cc1	6.2%	-17.7%	-1.8%
CCN(CC)CC(C)(C)NS(=O)(=O)c1ccc(Cl)cc1	-1.0%	-8.2%	2.3%[2.35 µM]
Cc1ccc(C(=O)O)cc1NC(=O)Nc1ccc2c(c1)OCO2	0.0%	-6.7%	-10.4%
CSC(=NC#N)N1CCN(c2cccc(Cl)c2)CC1	6.7%	?	23.3%
COCC(=O)Nc1ccc(Nc2ccccc2)cc1	11.4%	-13.8%	-8.5%
C=CCC(C)(O)c1cccc(Br)c1 (configuration not stated)	5.6%	nt	2.3%
Cc1ccc(/C=N/n2c(C)nnc2C)o1	2.7%	?	9.8%

Assay outcomes from PubChem.

Not all compounds are listed; rates above refer to the full screens.
